Compound activity from PubChem.
inhibitors of VEEV = inhibitors of VEEV TC-83 cytopathic effect, confirmation, Vero cells (AID 588727). Vero cells, VEEV TC-83 cytopathic effect inhibition; higher % means a stronger effect. inhibition, % at 20 µM, or IC50 in µM where a hit was titrated. actives 0.13% (n = 350,000); in the data active = a potency from the dose series; inconclusive = inhibition mostly from about 14% at the one dose, without a potency; inactive = the rest, 99 in 100 with inhibition below about 12%; also: strong numbers were not always called active
M. tuberculosis = growth inhibition of non-replicating M. tuberculosis (AID 488890); Mycobacterium tuberculosis non-replicating, growth inhibition; higher % means a stronger effect; one-dose inhibition, % at 25 µM; IC50 in µM for titrated hits; actives 0.39% (n = 320,000); in the data active = a potency from the dose series; inconclusive = inhibition mostly from about 82% at the one dose, without a potency; inactive = the rest, 99 in 100 with inhibition below about 76%;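 also: plate controls were DMSO cells for no effect and high antibiotic wells for full effect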
H37Rv inhibition = M. tuberculosis growth inhibition, HTS (AID 449762). inhibition, % at 25 µM; hits with a dose series show IC50 in µM. actives 0.59% (n = 330,000). M. tuberculosis H37Rv growth inhibition, 7H9 media; higher % means a stronger effect; in the data active = a potency from the dose series; inconclusive = inhibition above about 70% without an active follow-up result;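 also: bacterial growth assessed after seven days of incubation; strong numbers were not always called active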
PhoP GFP inhibition = Inhibition of PhoP regulon, Salmonella typhi GFP reporter cells, confirmation, 4 h (AID 1850); Salmonella Typhi PhoP-promoter GFP reporter, fluorescence, 4 h; higher % means a stronger effect; inhibition, % at 50 µM, or IC50 in µM where a hit was titrated; actives 0.33% (n = 310,000); in the data active = a potency from the dose series; inconclusive = inhibition mostly from about 25% at the one dose, without a potency; inactive = the rest, 99 in 100 with inhibition below about 19%;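 also: 0% = induced wells with vehicle and 100% = uninduced wells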
H1N1 NS1A inhibition = H1N1 influenza NS1A inhibitors, functional cell based assay (AID 504329). NS1A functional cell-based assay, percent inhibition; higher % means a stronger effect. inhibition, % at 12.5 µM, or IC50 in µM where a hit was titrated. actives 0.3% (n = 340,000); in the data active = a potency from the dose series; inconclusive = inhibition above about 27% without an active follow-up result; also: strong numbers were not always called active
inhibitors of VEEV 10K pilot screen = further read-out of inhibitors of VEEV, marked with its call; inhibition, %; measured here: 10K pilot screen inhibition
The depositor's hits bear a star; i = inactive; ? = inconclusive; . = not tested or not shown.

SMILES | inhibitors of VEEV | M. tuberculosis | H37Rv inhibition | PhoP GFP inhibition | H1N1 NS1A inhibition | others
O=C(N/N=C1/CN2CCC1CC2)c1cccc(O)c1 | 1.4% | 39% | -8% | 4% | -7%
Cn1c(CCNC(=O)c2ccccc2)nc2ccccc21 | 1.0% | . | -3% | -8% | -1%
COCCCN(C(=S)NC(=O)c1ccc(Br)cc1)c1c(N)n(Cc2ccccc2)c(=O)[nH]c1=O | 2.8% | 70% | 2% | -1% | -6%
O=C(c1cccc(-n2cccc2)c1)N1CCN(S(=O)(=O)c2ccc(F)cc2)CC1 | 6.2% | 36% | 6% | -6% | 5%
O=C(NC1CCCC1)c1ccccc1-c1nc2ccccc2[nH]1 | 1.8% | 4% | 0% | -16% | -4%
CSCCCN1CCCC(CO)(Cc2ccccc2F)C1 (stereo not drawn) | 0.1% | 6% | -2% | -4% | -26%
COc1cccc(/C=N/NC(=O)CNC(=O)c2ccncc2)c1O | 0.3% | 0% | 6% | 9% | 10%
CCOc1ccc(C(=O)N(c2ccccn2)C2CCCCC2)cc1 | i | 14% | -1% | -6% | 4%
O=C(Cc1cccs1)Nc1nc2c(ccc3ccccc32)s1 | 6.3% | 9% | 13% | -21% | -4%
CN(C)C1(CNC(=O)C2CCN(S(=O)(=O)c3ccccc3C(F)(F)F)CC2)CCCCC1 | 1.6% | -8% | -8% | -4% | -4%
Cc1ccc2c3c(c(SCC(=O)Nc4nonc4C)nc2c1)CCCC3 | 7.6% | 15% | 0% | 12% | 0%
COc1ccc(CN(C2CC2)S(=O)(=O)c2ccccc2Br)cc1 | 1.1% | . | . | . | -1%
CCCC(=O)N1CC(=O)Nc2ccc(C)cc2C1c1ccccc1 (stereo not drawn) | 0.9% | -1% | 7% | -17% | 3%
Cc1ccc(S(=O)(=O)Nc2cccc3c2O[C@H](CN(C)Cc2ccccc2)[C@@H](C)CN([C@H](C)CO)C3=O)cc1 | 1.8% | -9% | 7% | . | 3%
C=CCNC1=C(Cl)C(=O)N(Cc2ccccc2)C1=O | 0.4% | 37% | 0% | -6% | -16%
Cc1nc(NC(=O)C(C)Oc2cccc(Cl)c2)sc1C(=O)N(C)C (stereo not drawn) | 0.6% | -4% | 1% | 2% | -3%
O=C(O)c1cc(S(=O)(=O)N2CCN(c3ccccn3)CC2)ccc1Cl | 0.2% | -16% | 4% | -13% | -8%
O=c1[nH]c(CN2CC=C(c3ccccc3)CC2)nc2scc(-c3ccccc3)c12 | 0.5% | 42% | 4% | 1% | -5%
NS(=O)(=O)c1ccc(NC(=O)c2cc(-c3cc(Cl)ccc3O)n[nH]2)cc1 | 3.1% | -14% | 7% | -1% | -1%
CCN(CC(=O)Nc1ccc(OC)cc1)C(=O)Cc1ccc(OC)c(S(=O)(=O)N2CCOCC2)c1 | ? | -5% | -4% | . | -3%
CN(C(=O)COC(=O)c1ccc2c(c1)OCCO2)C1CCCCC1 | i | . | . | . | -5%
COc1ccc(C(=O)NCC(c2ccco2)N2CCc3ccccc32)cc1OC (stereo not drawn) | 5.1% | 13% | 8% | 4% | 2%
COCCn1c(C)cc2c(c1=O)C(c1ccccc1F)C(C#N)=C(N)O2 (stereo not drawn) | 0.9% | -12% | 2% | -7% | -5%
Cc1noc(-c2ccccc2)c1NC(=O)Nc1ccc(Cl)cc1 | i | 43% | 5% | -2% | -1%
Cc1ccc2c(Cl)cc(Cl)c(OCC(=O)N3CCCC3)c2n1 | 0.7% | ? | 7% | -5% | 7%
O=C(CCn1cnc2ccccc21)N/N=C/C=C/c1ccccc1 | 0.5% | 1% | 0% | 0% | .
COC(=O)c1ccc(NC(=O)Cn2nnc3ccccc32)cc1 | 1.0% | 5% | 3% | -8% | -4%
O=C(NNCc1ccccc1)c1ccccc1 | 13% | . | . | . | -15%
Oc1ccc(N=Nc2ccccc2)o1 | i | ? | ? | 3% | -11%
Cc1cc(C(=O)Nc2ccc(Cl)c(S(=O)(=O)N3CCOCC3)c2)c2ccccc2n1 | 8.7% | 8% | 36% | . | -14%
CC1CC(NC(=O)N(C)C)N(C)C(=O)N1 (stereo not drawn) | 1.7% | -5% | -15% | -3% | -6%
CCOCCn1c(=NC(=O)CSCC(=O)N2CCOCC2)sc2cc(OC)ccc21 | 3.1% | -9% | -19% | -2% | -3%
COc1ccc(OC)c(CNC(=O)CCCc2cn(C)c3ccccc23)c1 | 1.6% | . | -4% | 8% | -5%
O=C1CC(c2cccnc2)=NN1c1ccc(Cl)cc1Cl | 4.1% | -10% | -7% | 4% | 0%
CC(C)CN1C(=O)C(=Nc2cccnc2)c2ccccc21 | i | 36% | 9% | 15% | -7%
C=CCN1C(=O)CN=C1Nc1cc(C)cc(C)c1 | 1.9% | 6% | -1% | 6% | 12% | inhibitors of VEEV 10K pilot screen=1.7
COc1cccc(-c2csc3nnc(SCC(=O)c4ccc(NC(C)=O)cc4)n23)c1 | 4.1% | 4% | -10% | -8% | -1%
Cc1ccc(C(=O)N2CCN(c3ccc([N+](=O)[O-])cc3-n3cccc3)CC2)cc1 | 2.8% | 58% | 63% | -5% | .
O=C(c1ccc(F)cc1)c1ccc(N2CCCCC2)cc1 | i | 15% | -7% | -11% | -9%
CCOC(=O)Nc1nc(-c2ccc(F)cc2F)cs1 | 3.1% | -6% | 0% | -2% | -8%
c1csc(Cn2c(-c3cccs3)nc3ccccc32)c1 | 0.9% | 22% | 8% | 0% | -22%
COc1cc([C@H]2OC[C@H]3[C@@H]2CO[C@@H]3c2ccc(O[C@H]3O[C@H](CO)[C@@H](O)[C@H](O)[C@H]3O)c(OC)c2)ccc1O[C@@H]1O[C@H](CO)[C@@H](O)[C@H](O)[C@H]1O | 0.1% | 2% | 6% | . | -5%
COc1ccc(-c2coc(CCC(=O)N3CCN(c4cc(C)ccc4C)CC3)n2)cc1 | 0.4% | . | . | . | 4%
Cc1cccc(CCNC(=O)C2CCCN(c3ncnc4c3nc3n4CCCCC3)C2)c1 (stereo not drawn) | 2.5% | 23% | 4% | -4% | -2%
Cc1onc(-c2ccccc2)c1C(=O)NC(C)C1CCCO1 (stereo not drawn) | 1.4% | 2% | -4% | -1% | -3%
Cc1ccc(N(C)C(=O)n2cnc3ccccc32)cc1 | 3.0% | 8% | 1% | -4% | -6%
O=C(CCn1nnc2ccccc21)N1CCN(c2ccccc2)CC1 | 2.1% | 2% | 6% | -8% | -2%
Cc1ccn2cc(CNS(=O)(=O)c3ccc4ccccc4c3)nc2c1 | 0.9% | 2% | -6% | 4% | 4%
COc1ccccc1NC(=O)Nc1ccc(N2CCOCC2)cc1 | 2.9% | 10% | -6% | 4% | 1%
CN1CCN(C(=O)c2ccccc2NC(=O)c2ccccc2Br)CC1 | 0.4% | -11% | -10% | -13% | -9%
O=C(CCc1nnc(CCCc2ccccc2)o1)NCCc1ccccc1 | 0.2% | 61% | 4% | 8% | 8%
CCOC(=O)C1=C(C)N(c2ccccc2)C(=O)/C1=C\c1ccco1 | i | -38% | -15% | -6% | 31%
C=CCC(CC=C)(NC(=O)c1ccccc1)c1ccccc1 | 2.0% | 9% | -7% | 6% | 1%
CNc1nccc(-c2ccc(Cl)cc2)c1C#N | 2.0% | 14% | 2% | -2% | 0%
COCCOC(=O)C1=C(C)N(c2ccccc2)C(=S)NC1c1ccccc1C(F)(F)F (stereo not drawn) | 1.5% | 4% | ? | -2% | -9%
COc1ccccc1OCC(=O)Nc1ccc(S(=O)(=O)N2CCOCC2)cc1 | 0.1% | 3% | -4% | -3% | 13%
CCOC(=O)Cc1nnc(NC(=O)CSc2ccc(Cl)cc2)s1 | i | 15% | 4% | 1% | 0%
Cc1c(C(=O)NC(=S)NCc2cccnc2)oc2ccccc12 | 3.3% | 15% | -1% | 9% | 6%
C(=C\c1ccco1)/C1=NN(c2ccccc2)C(c2ccco2)C1 (stereo not drawn) | 3.5% | 57% | 9% | -10% | -10%
CCc1nnc(NC(=O)c2ccc(S(=O)(=O)N(CC)Cc3ccccc3)cc2)o1 | 10% | ? | 65% | -5% | 3%

Ordered by SMILES length (largest number first): some entries from above
SMILES | inhibitors of VEEV | M. tuberculosis | H37Rv inhibition | PhoP GFP inhibition | H1N1 NS1A inhibition | others
COc1cc([C@H]2OC[C@H]3[C@@H]2CO[C@@H]3c2ccc(O[C@H]3O[C@H](CO)[C@@H](O)[C@H](O)[C@H]3O)c(OC)c2)ccc1O[C@@H]1O[C@H](CO)[C@@H](O)[C@H](O)[C@H]1O | 0.1% | 2% | 6% | . | -5%
COCCOC(=O)C1=C(C)N(c2ccccc2)C(=S)NC1c1ccccc1C(F)(F)F (stereo not drawn) | 1.5% | 4% | ? | -2% | -9%
COc1ccc(-c2coc(CCC(=O)N3CCN(c4cc(C)ccc4C)CC3)n2)cc1 | 0.4% | . | . | . | 4%
CCc1nnc(NC(=O)c2ccc(S(=O)(=O)N(CC)Cc3ccccc3)cc2)o1 | 10% | ? | 65% | -5% | 3%
Cc1cccc(CCNC(=O)C2CCCN(c3ncnc4c3nc3n4CCCCC3)C2)c1 (stereo not drawn) | 2.5% | 23% | 4% | -4% | -2%
COc1ccccc1OCC(=O)Nc1ccc(S(=O)(=O)N2CCOCC2)cc1 | 0.1% | 3% | -4% | -3% | 13%
CCOC(=O)C1=C(C)N(c2ccccc2)C(=O)/C1=C\c1ccco1 | i | -38% | -15% | -6% | 31%
Cc1ccn2cc(CNS(=O)(=O)c3ccc4ccccc4c3)nc2c1 | 0.9% | 2% | -6% | 4% | 4%
CN1CCN(C(=O)c2ccccc2NC(=O)c2ccccc2Br)CC1 | 0.4% | -11% | -10% | -13% | -9%
O=C(CCn1nnc2ccccc21)N1CCN(c2ccccc2)CC1 | 2.1% | 2% | 6% | -8% | -2%
Cc1c(C(=O)NC(=S)NCc2cccnc2)oc2ccccc12 | 3.3% | 15% | -1% | 9% | 6%
Cc1onc(-c2ccccc2)c1C(=O)NC(C)C1CCCO1 (stereo not drawn) | 1.4% | 2% | -4% | -1% | -3%
COc1ccccc1NC(=O)Nc1ccc(N2CCOCC2)cc1 | 2.9% | 10% | -6% | 4% | 1%
c1csc(Cn2c(-c3cccs3)nc3ccccc32)c1 | 0.9% | 22% | 8% | 0% | -22%
CNc1nccc(-c2ccc(Cl)cc2)c1C#N | 2.0% | 14% | 2% | -2% | 0%

More entries follow.
SMILES | inhibitors of VEEV | M. tuberculosis | H37Rv inhibition | PhoP GFP inhibition | H1N1 NS1A inhibition | others
CC(=O)NC(c1cccs1)c1cc(Cl)c2ccccc2c1O (stereo not drawn) | 0.6% | 19% | 12% | . | 1%
Cc1ccc(S(=O)(=O)c2c(C)cc(C)nc2Oc2cccc(C(F)(F)F)c2)cc1 | 0.1% | 12% | 3% | -6% | -1%
CC(C)OCCCn1c(=N)c(S(=O)(=O)c2ccccc2)cc2c(=O)n3ccccc3nc21 | 0.4% | -18% | 4% | -3% | 11%
COc1ccc(/C=C2\CCn3c2nc2cc(C(=O)O)ccc2c3=O)cc1O | 1.1% | 10% | 7% | 7% | 2%
c1ccc(-c2nc3cc4ccccc4cc3[nH]2)nc1 | 6.3% | ? | ? | -1% | -5%
Cc1ccc(NC(=O)[C@@H](C)NC(=O)[C@@H]2Cc3ccccc3CN2)cc1 | 6.2% | -3% | -4% | 11% | -4%
COc1ccc(C2/C=C\CN(S(=O)(=O)c3cccs3)CC(=O)N2Cc2ccc(F)cc2)cc1 (stereo not drawn) | 8.2% | 15% | 3% | 2% | 5%
CCc1cc(=O)[nH]c(SCC(=O)Nc2cc(C)on2)n1 | 5.1% | 11% | -12% | -1% | -8%
Cc1ccc(N(C(=O)CCC(=O)Nc2nccs2)C(C(=O)NC(C)(C)C)c2ccc(O)cc2)cc1 (stereo not drawn) | 2.3% | -12% | 3% | -2% | -7%
CC1CCN(c2[nH]c(=S)c(C#N)c3c2CCCC3)CC1 | 0.2% | 2% | 2% | -6% | 1%
O=C(Cc1ccccc1)NCc1ccc2c(c1)OCO2 | i | 8% | 3% | 5% | -7%
CC1Cc2nc(SCC(N)=O)n(C)c(=O)c2S1 (stereo not drawn) | 0.9% | . | -1% | 10% | 5%
NC(=O)CC(NC(=O)Cc1ccc(Br)cc1)c1ccc(NCCN2CCCCC2)c([N+](=O)[O-])c1 (stereo not drawn) | 0.2% | -12% | -1% | -2% | -7%
Cc1cccc(CN2CCN(c3nc4nonc4nc3NC3CC3)CC2)c1 | i | -5% | -2% | -3% | -4%
Cc1cc(C(=O)N/N=C/c2cccnc2)c(C)o1 | 1.2% | 5% | -3% | 7% | -22%
